Source: PubChem (several laboratories)
Peg3 promoter: Peg3 promoter activity inhibition. HeLa PEG-Prom luciferase reporter, luminescence, overnight. inhibition, % at 20 µM. AID 588405. 1.7% of 360,000 active;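 active means inhibition of at least 50% at 20 µM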
CaV13 FRET inh: Primary screen for inhibitors of IQ motif and Ca2+-dependent inactivation inhibitor domain binding in CACNA1D, Förster resonance energy transfer in living cells, …; inhibition, % at 12.3 µM; HEK cells, CFP/YFP FRET ICDI-IQ, plate reader, 10 min; percent FRET-ratio fall versus neutral wells; AID 743397; 0.098% of 340,000 active;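 active means mean replicate inhibition of at least 30% and at least 1% of replicates passing that level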;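 further: 0% = median of the neutral control wells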
HIF-2a block: HIF-2a inhibition; 0.72% of 360,000 active; 786-0 RCC cells HIF-2a reporter, luciferase luminescence, overnight; inhibition, % at 18.8 µM;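 active means inhibition of the luminescence signal of 40% or more relative to plate controls, in a single-dose primary screen at 18.75 µM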
Vif imaging: HIV Vif inhibition. HEK293T cells, Vif self-association by quenched fluorescence, imaging, 24 h. inhibition, % at 7.49 µM. 0.35% of 340,000 active. AID 602346; in the data active means inhibition above about 50%, passing the limit was not always enough; further: some results filed as inactive read as strong as hits
PDI turbidity: PDI (human) enzyme inhibition; P07237; PDI insulin aggregation turbidity, A650, 90 min; AID 588391; 0.052% of 350,000 active; inhibition, % at 10 µM;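 active means mean inhibition across replicates of 30% or more, whatever share of single replicates reach that level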;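 further: absorbance from insulin aggregation driven by PDI reduction with DTT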
Target sequence (P07237 whole entry, looked up): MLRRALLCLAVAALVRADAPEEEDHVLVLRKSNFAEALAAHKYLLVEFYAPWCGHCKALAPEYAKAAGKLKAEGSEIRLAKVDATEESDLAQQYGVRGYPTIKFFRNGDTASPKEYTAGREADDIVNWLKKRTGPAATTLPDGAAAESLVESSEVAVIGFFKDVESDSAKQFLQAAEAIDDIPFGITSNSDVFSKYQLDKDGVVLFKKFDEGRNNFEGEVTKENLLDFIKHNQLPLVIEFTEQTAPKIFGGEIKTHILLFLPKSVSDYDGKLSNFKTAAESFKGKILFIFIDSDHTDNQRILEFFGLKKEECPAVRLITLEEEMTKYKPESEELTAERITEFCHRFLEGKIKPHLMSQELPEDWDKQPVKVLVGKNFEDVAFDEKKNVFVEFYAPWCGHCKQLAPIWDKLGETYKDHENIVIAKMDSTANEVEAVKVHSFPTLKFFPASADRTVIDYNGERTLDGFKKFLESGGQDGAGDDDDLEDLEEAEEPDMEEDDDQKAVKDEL
MITF TRPM1 inh: inhibitors of MITF-driven TRPM1 promoter in melanoma cells; SK-MEL-5 TRPM1 promoter luciferase, 24 h; 0.83% of 330,000 active; inhibition, % at 12.5 µM;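 active means mean inhibition across replicates of 60% or more, whatever share of single replicates reaches that level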; further: values of inactives mirror those of a sister screen read the other way
NR2E3 ag-1: agonists of human NR2E3 nuclear receptor | inhibition of corepressor binding, % at 3.98 µM | AID 602229 | 0.35% of 360,000 active | CHO-S Gal4-NCOR/VP16-NR2E3 two-hybrid, luciferase | Q9Y5X4;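 active means inhibition above the mean of all tested compounds plus 3 SD, cut at about 70% in these data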;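 further: 0% = DMSO with NR2E3 transfected cells and 100% = cells lacking NR2E3 construct; higher means lower luciferase signal from less NR2E3 corepressor binding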
Target sequence (Q9Y5X4 whole entry, looked up, the tested form may be a part): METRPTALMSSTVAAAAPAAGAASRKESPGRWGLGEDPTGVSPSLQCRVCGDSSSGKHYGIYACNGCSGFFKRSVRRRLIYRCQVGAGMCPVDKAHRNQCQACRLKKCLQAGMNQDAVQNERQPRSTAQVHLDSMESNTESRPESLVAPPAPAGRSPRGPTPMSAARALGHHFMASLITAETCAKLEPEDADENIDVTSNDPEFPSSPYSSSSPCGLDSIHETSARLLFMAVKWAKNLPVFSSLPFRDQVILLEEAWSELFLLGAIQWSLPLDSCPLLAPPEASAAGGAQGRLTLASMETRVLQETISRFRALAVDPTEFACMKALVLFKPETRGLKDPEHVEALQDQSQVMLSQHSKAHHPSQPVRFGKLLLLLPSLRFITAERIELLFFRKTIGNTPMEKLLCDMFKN
Shn3 inh set2: Schnurri-3 reporter inhibition in Clone20 osteoblasts; inhibition, % at 12.5 µM; Clone20 osteoblast Shn3 3'UTR firefly luciferase, 24 h; 0.52% of 360,000 active;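 active means mean inhibition of at least 75% with every replicate also reaching 75%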;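 further: 0% = median of neutral control wells and 100% = pilot-screen positive control compound; some compounds past the cut are filed as inactive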
KKLEB cytotox: CF airway cell cytotoxicity counter-screen; KKLEB CF airway cells viability, ATPlite luminescence, overnight; hits give low values; cells stimulated with P. aeruginosa culture filtrate; activity change (cytotoxicity), % at 5 µM; 0.36% of 360,000 active; AID 602141;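 active means corrected activity change at or below -50% at 5 µM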
CF NFkB inh: cystic fibrosis NF-kB activation inhibition. 0.86% of 360,000 active. KKLEB NF-kB-GFP reporter, PAF-induced, GFP fluorescence overnight. inhibition, % at 5 µM;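 active means at least 50% inhibition at 5 µM, scaled per plate between neutral and stimulator controls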;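 further: PAF is a Pseudomonas aeruginosa culture filtrate used as stimulus; plate controls were PAF-stimulated DMSO wells for no effect and unstimulated DMSO wells for full effect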
NR2E3 ag-2: agonists of human nuclear receptor NR2E3. GST-NR2E3/biotin-RetCOR TR-FRET, 1536-well. inhibition of corepressor binding, % at 4.78 µM. 0.12% of 320,000 active. AID 2300;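 active means percent inhibition above the cutoff of mean plus 3 SD of all tested compounds, set per screening campaign, cut at about 20% in these data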;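 further: 0% = DMSO wells and 100% = biotin wells as full block of FRET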
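Test system – NR2E3–RetCOR corepressor complex · Quantity – NR2E3 fusion 1.35 nM · Buffer or medium – Tris pH 7.5 · Incubation – Compound–protein incubation for 5 h at 4 °C · Technique – TR-FRET, Eu(K)-anti-GST donor, streptavidin-D2 acceptor, ex 340, em 617/671 nm · Evaluation – percent inhibition of 671/617 nm emission ratio versus biotin and DMSO controls · Plate – 1536-well format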
Numbers without * were called inactive; nt = not tested or not shown. The order is random, and some 3.3% of all compounds hit somewhere here.

SMILES	Peg3 promoter	CaV13 FRET inh	HIF-2a block	Vif imaging	PDI turbidity	MITF TRPM1 inh	NR2E3 ag-1	Shn3 inh set2	KKLEB cytotox	CF NFkB inh	NR2E3 ag-2
COc1ccc(CC(=O)O/N=C(\N)c2ccccc2)cc1OC	-57	-21	-130	-7	-1	-3	-62	-13	3	15	-1
COC(=O)c1ccc(CSc2nnc3nc(C)cc(C)n23)cc1	8	-7	11	-1	0	-6	-13	15	-8	-1	-2
COc1ccc(-c2sc3cc4c(cc3c2-c2ccc(OCCN3CCCCC3)cc2)OCO4)cc1	90*	nt	11	-6	-8	19	-22	20	-78*	72*	nt
O=C(NCc1ccco1)Nc1cccs1	16	-6	-8	-9	11	14	-2	-1	4	-2	-1
CCOC(=O)c1c(C)n(S(=O)(=O)c2ccc(C)cc2)c2ccc(O)c(C(=O)O)c12	15	-3	9	-8	4	-1	0	6	-12	7	1
N#CC(C(=S)Nc1ccccc1)c1nc2ccccc2[nH]1 (configuration not stated)	16	-5	-17	-3	5	23	78*	25	19	14	3
Cc1ccc(C(=O)NC2CCCCC2)cc1	-183	-8	-222	-6	-12	-89	-59	-88	8	6	3
COc1ccc(CC(=O)NC(C)c2nnc(SCC(=O)c3ccc(OC)cc3)n2C)cc1 (configuration not stated)	3	-2	6	1	2	8	-13	10	7	-6	2
CN(C)c1ccc(C=C2SC(=S)N(Cc3ccco3)C2=O)cc1	-59	-8	-41	nt	10	nt	-12	1	-40	-60	nt
CCOC(=O)C1CCCN(C(=O)c2cc(S(=O)(=O)N3CCCCC3)c[nH]2)C1 (configuration not stated)	20	-6	10	5	-3	nt	-4	-21	2	-17	4
Cc1ccc2c(CC(=O)NCC3COc4ccccc4O3)coc2c1 (configuration not stated)	-8	-4	5	8	15	4	-18	-2	-9	0	3
N#Cc1cn(Cc2ccccc2)c2ccccc12	19	-3	5	11	-1	5	-17	4	-10	10	-2
COc1ccc(CCNCC(O)COc2ccc(Cl)cc2)cc1OC (configuration not stated)	-16	-3	6	-5	-11	-4	-38	-13	-5	8	0
COCC(=O)Nc1nc2n(n1)C(c1ccccc1Cl)CC(c1ccc(OC)cc1)N2 (configuration not stated)	3	-7	10	5	7	8	-22	2	-4	-4	-2
CNC(=O)C[C@H]1C(=O)N(CCc2ccccc2)C[C@@H]1Cc1ccccc1	-14	-5	-48	14	1	nt	-15	-4	12	1	nt
C=CCn1c(C)cc(-c2csc(NC(=O)C3=COCCO3)n2)c1C	-257	-13	-84	9	1	-118	-44	-81	-3	1	-4
O=C(/C=C/c1ccco1)c1ccc(NC(=O)C23CC4CC(CC(C4)C2)C3)cc1	-8	-3	16	-8	-10	-3	-11	9	-16	8	-2
CC(=Cc1ccccc1)C(=O)c1ccccc1	-14	-5	1	4	0	nt	-11	10	6	-11	nt
CCN(CC(=O)Nc1ccc2c(c1)OCCO2)C(=O)/C=C/c1ccc(OC)cc1OC	-118	-5	-137	7	9	-13	3	-33	-8	14	-1
Cc1ccc2c(c1)c1ncn(Cc3ccc(F)cc3)c(=O)c1n2C	20	-7	10	3	2	12	-10	16	-10	1	1
COc1ccc(NC(=O)C(C)Oc2ccc(/C(C)=N\O)cc2)cc1 (configuration not stated)	9	-2	-4	-9	0	-2	15	7	6	-3	1
COc1ccc(-c2ccc(C(=O)Nc3cccc(F)c3)c3occc23)c(C)c1	-393	-5	-276	-10	7	nt	-118	-30	0	-60	nt
CCN1CCc2c(sc(NC(=S)NC(=O)c3ccc(Cl)cc3)c2C(N)=O)C1	-20	-1	-11	51*	1	-16	14	nt	-2	1	-6
O=C(c1cc(COc2ccc(F)cc2Cl)on1)N1CCN(C2CCCC2)CC1	-44	-5	-43	-5	8	-7	9	29	-9	-1	-3
Cc1ccc(OCCC(=O)NNC(=O)c2cc(C)oc2C)cc1	-5	-5	11	-3	-1	-4	-23	-12	9	-11	3
O=C(CSc1nc2ccccc2o1)Nc1ccccc1N1CCCCCC1	-1	-4	-4	4	-1	0	-5	6	-4	1	2
CN(C)S(=O)(=O)N1CCc2ccc(NC(=O)c3ccccc3Cl)cc2C1	-37	-5	-82	1	-6	-13	-22	-22	-2	2	0
O=C(CSc1nnc(-c2ccc(F)cc2)c2ccccc12)Nc1c(F)cccc1F	9	0	2	-3	-5	7	15	15	6	17	2
S=c1[nH]nc(COc2ccc3c(c2)OCO3)n1-c1ccccc1	5	-5	32	4	-7	-8	-10	5	-4	0	2
COc1cccc(NC(=O)CSc2ccc3nnc(CCNC(=O)c4ccccc4)n3n2)c1	-3	-3	16	2	2	-1	-28	-5	-17	13	1
COc1ccc(NS(=O)(=O)c2c(F)cc(F)c(Cl)c2F)cc1S(=O)(=O)N1CCCCC1	20	-15	19	13	-17	5	18	1	8	3	-3
COc1ccc(OC)c(S(=O)(=O)CC(O)COc2ccccc2Cl)c1 (configuration not stated)	15	-6	10	4	-4	3	-23	4	3	7	3
O=C(Nc1nnc(C2CC2)s1)C1Cc2ccccc2CN1S(=O)(=O)c1ccccc1F (configuration not stated)	-283	-7	-199	26	1	-19	-51	-66	5	2	-2
CCOC(=O)COc1cccc2c(=O)n(CC(=O)NCc3ccc4c(c3)OCO4)ccc12	28	19	10	12	nt	30	-49	33	-12	11	2
CCOc1ccc(NC(=O)CSc2ccc3nnc(-c4ccccn4)n3n2)cc1	-5	-10	24	-7	-1	4	-7	4	1	-30	5
Cc1ccc(-n2nnnc2SCC(=O)NNC(=O)c2ccco2)cc1C	-3	-7	9	4	3	21	-23	10	1	-6	2

Records listed above printed as active in Vif imaging.
SMILES,Peg3 promoter,CaV13 FRET inh,HIF-2a block,Vif imaging,PDI turbidity,MITF TRPM1 inh,NR2E3 ag-1,Shn3 inh set2,CF NFkB inh,NR2E3 ag-2
CCN1CCc2c(sc(NC(=S)NC(=O)c3ccc(Cl)cc3)c2C(N)=O)C1,-20,-1,-11,51*,1,-16,14,nt,1,-6

Remaining list, next part:
SMILES	Peg3 promoter	CaV13 FRET inh	HIF-2a block	Vif imaging	PDI turbidity	MITF TRPM1 inh	NR2E3 ag-1	Shn3 inh set2	KKLEB cytotox	CF NFkB inh	NR2E3 ag-2
Cc1ccc(Nc2ccc3nonc3c2[N+](=O)[O-])cc1	4	4	16	2	3	0	-13	-28	4	-10	1
CNC(=O)Cc1csc2ccc(Cl)cc12	1	0	11	10	-6	6	-4	2	4	3	2
N#Cc1ccc(/C=N/N=C(N)N)cc1	6	-5	21	-6	-10	-11	-13	0	9	1	-6
N#C[C@H]1C2OC2c2ccccc2N1C(=O)c1ccccc1 (some centres not stated)	-8	nt	2	1	nt	nt	-14	-3	6	-15	-5
Nn1c(SCC(=O)Nc2cccnc2Cl)nnc1-c1ccccc1	-40	nt	-64	-3	9	-11	9	-18	0	-4	-3
O=C(/C=C/c1ccccc1)n1cnnc1SC/C=C/c1ccccc1	-82	-5	-80	nt	-6	-1	-8	-17	15	-3	0
Oc1cccc(/C=N/N2CCCCC2)c1O	-168	-18	-38	11	-7	-64	-33	-9	-2	-12	-1
CCOc1ccccc1NC(=O)c1cc(S(=O)(=O)N2CCOCC2)ccc1C	0	-2	-11	-2	0	8	-28	-12	26	0	2
CC1(C)CC(=O)c2cc(OCC(=O)O)ccc2O1	5	-7	-3	3	17	1	-29	-17	7	-1	0
CCc1noc(C)c1C(=O)NNC(=O)c1ccccc1Cl	-16	-5	3	0	2	4	-4	-8	-1	-3	-3
Cc1cc(C(=O)Nc2c(C)nn(Cc3c(Cl)cccc3Cl)c2C)no1	14	-4	-9	1	-2	6	-16	-13	-4	0	0
CN1CCN(C(=O)/C(=C/c2ccco2)NC(=O)c2ccccc2)CC1	6	-3	9	0	-2	-4	1	0	-11	7	3
O=C(CCCCn1c(=O)c2ccccc2n(Cc2ccccc2)c1=O)NC1CCN(Cc2ccccc2)CC1	13	-5	1	-1	-2	-4	-7	3	5	0	-1
Cn1cnnc1SCC(=O)NC1CCCc2ccccc21 (configuration not stated)	14	-6	10	1	-2	-3	-2	8	11	-13	0
O=C(C1CCN(S(=O)(=O)c2cccc3cccnc23)CC1)N1CCN(c2ccccn2)CC1	-8	nt	10	10	-3	12	-19	4	3	6	3
COc1cc(C(=O)Nc2ccc3c(c2)OCCO3)ccc1-n1cnnn1	-14	-9	-14	-14	-8	-15	-1	-12	5	-3	1
O=C(NCC1CCN(Cc2ccccc2F)CC1)Nc1cccc(Br)c1	14	-3	16	nt	-3	10	-7	17	-21	15	1
COC(=O)c1c(-c2ccccc2)csc1NC1=NS(=O)(=O)c2ccccc21	-265	-4	-202	6	-2	-51	-119	-73	-19	2	1
CCCn1ccnc1SC(C)C(=O)Nc1c(C)n(C)n(-c2ccccc2)c1=O (configuration not stated)	8	-6	8	29	7	9	-2	13	11	-6	2
CCOC(=O)c1c(NC(=O)C(=O)N/N=C/c2ccccc2OC)sc2c1CCCCC2	6	-4	16	5	2	-2	-7	-8	-1	-7	1
CCOc1ccc(CCNC(=O)COc2cc(=O)n(C)c3ccccc23)cc1OCC	-2	-18	3	-4	11	-5	6	-1	4	-20	-1
C=CCN(CC=C)C(=S)NC(=O)c1ccc(OC)cc1	-9	2	-4	7	-17	8	-4	10	0	-4	-3
COc1ccccc1OCCCCN1CCN(c2ccccc2OC)CC1	8	nt	18	nt	-4	7	-25	8	-4	8	0
CC(Sc1nnc(-c2ccc(Cl)cc2)n1C)C(N)=O (configuration not stated)	3	-4	-1	-14	3	2	15	-7	-1	1	4
O=C(NCc1ccccc1C(F)(F)F)C1CC(c2ccc(C(F)(F)F)cc2)=NO1 (configuration not stated)	16	-8	19	-3	-14	4	24	17	6	-14	3
N/C(=N\S(=O)(=O)c1ccccc1)c1ccc([N+](=O)[O-])cc1	5	-5	20	0	-5	7	6	-9	1	4	1
CSc1nnc(-c2ccc(S(=O)(=O)N3CCCC3)cc2)n1C	1	-2	-22	-2	1	-15	-1	7	-4	3	2
COc1ccc(OCC(O)Cn2ccnc2C)cc1 (configuration not stated)	6	nt	-10	nt	-2	0	-34	1	9	-2	5
O=C(Nc1ccccc1NS(=O)(=O)c1ccc(F)cc1)C1CCCC1	-1	-3	14	-10	2	8	6	5	0	14	1
C/C(=C\c1ccccc1)CN1CCN(C(C)C)C(CCO)C1 (configuration not stated)	7	-4	17	1	14	6	-5	17	-8	-6	-3
